# ANO1 activ: TMEM16A chloride channel activators or potentiators, primary screen, cell-based, HTS; HEK293 TMEM16A/YFP-H148Q/I152L, iodide quench fluorescence; active compounds read low; B-score at 10 µM; Anoctamin-1 (Mus musculus), Q8BHY3; 0.3% of 340,000 active;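 active = fluorescence-ratio B-score plate-corrected deviation score at least 3 library SD below zero, with starting fluorescence score within 5 deviations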;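 note: channel opened by trigger with iodide after compound preincubation; score built on the fluorescence ratio of max minus min over baseline; more negative score means more quench and so TMEM16A activation or potentiation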
# Target sequence (Q8BHY3 whole entry, looked up): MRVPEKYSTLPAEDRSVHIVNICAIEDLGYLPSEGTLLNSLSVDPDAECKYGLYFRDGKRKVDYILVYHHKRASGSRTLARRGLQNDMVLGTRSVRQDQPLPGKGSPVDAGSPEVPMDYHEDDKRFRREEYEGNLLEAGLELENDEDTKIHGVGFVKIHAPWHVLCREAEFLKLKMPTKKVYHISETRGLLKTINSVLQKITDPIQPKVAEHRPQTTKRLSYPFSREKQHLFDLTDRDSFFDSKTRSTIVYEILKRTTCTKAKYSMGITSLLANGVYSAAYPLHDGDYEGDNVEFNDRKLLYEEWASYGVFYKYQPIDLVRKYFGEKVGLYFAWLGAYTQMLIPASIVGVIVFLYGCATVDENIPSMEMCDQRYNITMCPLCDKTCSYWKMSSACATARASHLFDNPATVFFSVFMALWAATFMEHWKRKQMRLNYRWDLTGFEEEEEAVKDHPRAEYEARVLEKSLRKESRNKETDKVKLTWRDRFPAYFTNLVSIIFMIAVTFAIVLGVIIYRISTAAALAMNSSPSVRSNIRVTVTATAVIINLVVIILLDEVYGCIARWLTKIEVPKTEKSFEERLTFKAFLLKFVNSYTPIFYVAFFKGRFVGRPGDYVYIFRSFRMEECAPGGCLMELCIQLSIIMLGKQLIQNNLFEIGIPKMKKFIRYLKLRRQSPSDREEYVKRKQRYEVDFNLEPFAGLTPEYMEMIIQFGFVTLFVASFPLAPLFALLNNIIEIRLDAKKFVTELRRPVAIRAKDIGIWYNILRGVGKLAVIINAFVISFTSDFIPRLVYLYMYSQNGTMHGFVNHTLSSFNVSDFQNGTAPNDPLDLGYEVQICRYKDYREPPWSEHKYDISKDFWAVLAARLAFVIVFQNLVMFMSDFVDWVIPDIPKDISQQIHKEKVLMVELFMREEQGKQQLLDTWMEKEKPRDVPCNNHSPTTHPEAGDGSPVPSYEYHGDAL
# Calls only; i = inactive.
SMILES,ANO1 activ
COc1ccc(Cl)cc1CC=NNC(=O)c1cccc(C)c1O,i
Cc1ccc(S(=O)(=O)c2ccc(NN)cc2)cc1,i
Cc1cc(C(=O)NNC(=O)C(CCC(N)=O)NS(=O)(=O)c2ccc(Cl)cc2)c(C)o1 (centres undefined),i
O=C(COC(=O)c1cccc(S(=O)(=O)N2CCOCC2)c1)Nc1ccc(Cl)cn1,i
CC#CCN1C=C(C(=O)OCC)C(C)N(Cc2ccc(Br)cc2)S1(=O)=O (centres undefined),i
O=C(Nc1nccs1)C1CC(=O)N(CCc2ccccc2)C1 (centres undefined),i
CC(=O)c1ccc(NC(=O)C(C)OC(=O)/C=C/c2ccco2)cc1 (centres undefined),i
COC(=O)c1ccc(NC(=O)COc2ccc(N(C)S(=O)(=O)c3ccc(C)cc3)cc2)cc1,i
COc1cc(C2CC(=O)Oc3cc4c(cc32)OCO4)cc(OC)c1OC (centres undefined),i
CCOC(=O)N(Cc1ccccc1)C1CC1,i
O=C(COC(=O)CCNS(=O)(=O)c1cccs1)Nc1ccccc1,i
CC(C)(C)OC(=O)NCc1ccc(CNC(=O)c2ncn(Cc3ccccc3)c2C(=O)NCc2ccc(CNC(=O)OC(C)(C)C)cc2)cc1,i
CCC1(C)NC(=O)N(CC(=O)Nc2cc(C)on2)C1=O (centres undefined),i
COc1cc(NC(=O)COC(=O)c2ccc([N+](=O)[O-])s2)cc(OC)c1OC,i
O=C(CSc1ncccn1)Nc1cccc(S(=O)(=O)N2CCOCC2)c1,i
N#Cc1ccccc1COC(=O)c1cccc(S(=O)(=O)N2CCCC2)c1,i
Cc1ccccc1C(=O)NC(CC(C)C)C(=O)NCC(C)(C)N1CCOCC1 (centres undefined),i
CC(OC(=O)CC(C)c1ccccc1)C(=O)Nc1ccc(Cl)cn1 (centres undefined),i
CC1CCCC(NC(=O)COC(=O)c2ccc([N+](=O)[O-])s2)C1C (centres undefined),i
Cc1ccc(NS(=O)(=O)c2cc(C(=O)N(C)C3CCN(C)CC3)ccc2Cl)cc1Cl,i
O=C1c2ccccc2C(=O)N1c1ccccc1,i
O=C(COC(=O)C12CC3CC(CC(Br)(C3)C1)C2)NNC(=O)c1ccccc1,i
COc1ccc([C@H](OC)[C@@]2(Cc3ccc(O)cc3)N=C(N)N(C)C2=O)cc1,i
CC(OC(=O)/C=C/c1ccc2ccccc2n1)C(=O)N(C)c1ccccc1 (centres undefined),i
CC(=O)c1cccc(NC(=O)COC(=O)CCC(=O)c2cccs2)c1,i

# Part of the list above in order of length of the SMILES, lowest first:
SMILES,ANO1 activ
COc1ccc(Cl)cc1CC=NNC(=O)c1cccc(C)c1O,i
CC(OC(=O)/C=C/c1ccc2ccccc2n1)C(=O)N(C)c1ccccc1 (centres undefined),i
O=C(COC(=O)C12CC3CC(CC(Br)(C3)C1)C2)NNC(=O)c1ccccc1,i
COc1cc(NC(=O)COC(=O)c2ccc([N+](=O)[O-])s2)cc(OC)c1OC,i
Cc1ccc(NS(=O)(=O)c2cc(C(=O)N(C)C3CCN(C)CC3)ccc2Cl)cc1Cl,i
Cc1cc(C(=O)NNC(=O)C(CCC(N)=O)NS(=O)(=O)c2ccc(Cl)cc2)c(C)o1 (centres undefined),i
COC(=O)c1ccc(NC(=O)COc2ccc(N(C)S(=O)(=O)c3ccc(C)cc3)cc2)cc1,i

# (more compounds)
SMILES,ANO1 activ
CC(=O)C[C@@H](O)CC(=O)[C@@H]1OC(=O)CCCCCCCCc2ccccc21,i
CSc1nnc2c(=O)[nH]c(=O)n(C)c2n1,i
COc1cc(OC)c2c(-c3cccc(-c4ccc(N(C)C)cc4)c3)cc(=O)oc2c1,i
COc1ccccc1NC(=O)CSc1n[nH]c(-c2ccco2)n1,i
O=S(=O)(c1cc(Cl)ccc1Cl)n1ccnc1,i
O=C(COC(=O)Cc1ccccc1F)NCc1ccc(Cl)cc1,i
O=C(CNC(=O)OCc1ccccc1)NC(Cc1cnc[nH]1)C(=O)O (centres undefined),i
Cc1ccc(/C(O)=C2/C(=O)C(=O)N(CCCn3ccnc3)C2c2cccnc2)cc1 (centres undefined),i
Cc1ccc(S(=O)(=O)N(C)C)cc1NC(=O)C1CCCCN1S(=O)(=O)c1ccccc1 (centres undefined),i
COc1ccccc1C1CC(=O)Oc2ccc(C(C)(C)C)cc21 (centres undefined),i
CC(C)(c1ccc(O)c([N+](=O)[O-])c1)c1ccc(O)c([N+](=O)[O-])c1,i
CCc1nnc(NC(=O)c2oc3ccc(Br)cc3c2C)s1,i
CN(CC(=O)Nc1ccc(F)cc1)C(=O)C1Cc2ccccc2CN1S(C)(=O)=O (centres undefined),i
CC12CCC3c4ccc(OCC(=O)O)cc4CCC3C1CCC2=O (centres undefined),i
O=C(NNC(=O)C1CCCC1)c1cc([N+](=O)[O-])cc([N+](=O)[O-])c1,i
CCCC1(C)C(C#N)C(=O)NC(=O)C1C#N (centres undefined),i
CSc1nc(N)nc2c1ncn2CC(=O)NCC1CCCO1 (centres undefined),i
CN(C)c1ccc(/C=C2\Oc3ccc(C#Cc4cccc(N)c4)cc3C2=O)cc1,i
CC(C)(C)OC(=O)C[C@@H]1C/C=C\C[C@H](CC(=O)N(CCO)Cc2ccccc2)C(=O)NC[C@@H](c2ccccc2)OC1=O,i
O=S(=O)(Nc1cccc(S(=O)(=O)N2CCCC2)c1)c1ccc(Cl)s1,i
Cc1ccc(S(=O)(=O)N2CCn3cccc3C2C)cc1 (centres undefined),i
COc1cc(NC(=O)Cn2cnc3c(OCc4ccccc4)ncnc32)cc(OC)c1OC,i
COc1ccccc1CNCCS(=O)(=O)NN1CCOCC1,i
O=C(CN1C(=O)NC2(CCCCC2)C1=O)Nc1ccc(Cl)c(S(=O)(=O)N2CCOCC2)c1,i
Cc1ccc(-n2c(C)cc(C=C3C(=O)N(C)C(=O)N(C)C3=O)c2C)cc1,i

# Laid out differently: two of the compounds above.
> CC(C)(C)OC(=O)C[C@@H]1C/C=C\C[C@H](CC(=O)N(CCO)Cc2ccccc2)C(=O)NC[C@@H](c2ccccc2)OC1=O
  ANO1 activ: i

> CSc1nnc2c(=O)[nH]c(=O)n(C)c2n1
  ANO1 activ: i

# Further entries.
SMILES,ANO1 activ
CCOC(=O)C1CCCN(C(=O)CSc2nnc3nc(C)cc(C)n23)C1 (centres undefined),i
COc1cccc(Oc2ccc(C(F)(F)F)cc2NC(=O)CN2C(=O)NC3(CCCC3)C2=O)c1,i
CN(Cc1ccccc1)C(=O)CN1C(=O)NC2(CCCCCCC2)C1=O,i
Cc1cccc(C(=O)Nc2cc(S(=O)(=O)N3CCOCC3)ccc2N2CCCCC2)c1,i
C#CC1(O)CCCC2C3CCC4CC(OC(C)=O)CCC4(C)C3C(=O)CC21C (centres undefined),i
CCOC(=O)Nc1ccc2c(CN3C(=O)NC4(CCCC4)C3=O)cc(=O)oc2c1,i
Cc1cccc(C)c1OCC(=O)OCC(=O)Nc1ccc(Cl)cn1,i
CC1CCCN(C(=O)CNC(=O)c2cccs2)C1 (centres undefined),i
COc1cccc(CN(C)C(=O)COc2cccc3c2OC(C)(C)C3)c1OC,i
Cc1ccc(S(=O)(=O)N2CCC[C@H]2C(=O)NC2=NCCS2)cc1,i
CSc1ccccc1NC(=O)C(C)N(C)CC(=O)N1CCN(Cc2ccccc2)CC1 (centres undefined),i
O=C(C(=Cc1ccc(F)cc1)c1ccccc1)c1ccc(O)cc1,i
CNC(=O)c1ccc(NC(=O)CCNC(=O)Nc2ccccc2)cc1,i
COc1ccccc1CN(C)C(=O)c1cccc(S(=O)(=O)N2CCCc3ccccc32)c1,i
COc1ccc(S(=O)(=O)N2CCCCCC2)cc1C(=O)NCc1ccccc1Cl,i
CCCN(Cc1ccc(C)cc1)C(=O)c1ccc(CNS(=O)(=O)c2ccc(C(C)=O)cc2)cc1,i
O=C(O)C1C2C=CC(O2)C1C(=O)Nc1ccccn1 (centres undefined),i
O=C1NC(=O)C(=Cc2ccccc2[N+](=O)[O-])S1,i
CCN(CC(=O)Nc1ccccc1OC)C(=O)COc1ccc(C#N)cc1,i
Cc1noc(C)c1CSCC(=O)N(C)CC(=O)Nc1ccccc1C(F)(F)F,i
O=C(COC(=O)/C=C/c1ccc(F)cc1)NCc1ccc2c(c1)OCO2,i
O=C(OCC(=O)N1CCCCC1)c1ccc(OC(F)(F)F)cc1,i
Cn1c(SCC(=O)NC2CCS(=O)(=O)C2)nnc1-c1ccco1 (centres undefined),i
CC(Sc1nnc(N)s1)C(=O)c1c(N)n(C)c(=O)n(C)c1=O (centres undefined),i
O=C(Nc1cc([N+](=O)[O-])ccc1F)C1CCN(S(=O)(=O)c2cccs2)CC1,i

# Carrying on:
SMILES,ANO1 activ
COC(=O)[C@@]12CCCN1[C@H](c1ccc(-c3ccc4c(c3)OCO4)cc1)[C@H]1C(=O)N(C)C(=O)[C@H]12,i
COC(=O)C1C(OC)=CC(=O)C2CCCCC21 (centres undefined),i
O=C(COC(=O)c1ncc(Cl)c(Cl)c1Cl)NCc1ccccc1,i
CN(C)CC(C)(C)CNc1ccc(S(=O)(=O)N2CCCC2)cn1,i
COc1ccc(C=CC(=O)c2ccc([N+](=O)[O-])cc2)cc1,i
CSc1ccc(NC(=O)CSc2nc3[nH]c(=O)cc(O)c3s2)cc1,i
CCn1c(=O)c(C(=O)CN(C)CC(=O)Nc2cccc(F)c2)c(N)n(Cc2ccccc2)c1=O,i
O=C(COC(=O)c1ccc([N+](=O)[O-])cc1)NC12CC3CC(CC(C3)C1)C2,i
CCOC(=O)C=C(OC(=O)c1ccc(OC)cc1)c1ccccc1,i
O=C(NCCOC(=O)Nc1cccc2ccccc12)OCc1ccccc1,i
CCOc1ccc(NC(=O)CN(C)C(=O)c2cccc3ccccc23)cc1OCC,i
O=C(COC(=O)c1cc(=O)[nH]c2ccccc12)NCc1ccc(F)cc1,i
Cc1ccc(Cl)c(NC(=O)CSc2n[nH]c(=O)n2C2CC2)c1Cl,i
COc1ccc(CC(=O)Nc2ccc(S(=O)(=O)N3CCOCC3)cc2)cc1,i
c1ccc(C2NCCNC2c2ccccc2)cc1 (centres undefined),i
CCOc1ccc(C(=O)OCC(=O)NCC2CCCO2)cc1 (centres undefined),i
CCOC(=O)c1[nH]cnc1C(=O)N[C@@H](C)c1ccccc1,i
CC1(N=Cc2cc(Cl)ccc2O)COP(=O)(Nc2ccccc2)OC1 (centres undefined),i
COc1cc(C(=O)NCC(c2cccs2)N2CCOCC2)cc(Br)c1OCc1ccccc1 (centres undefined),i
Clc1ccc(C=NNc2ccccn2)c(Cl)c1,i
Cc1ccc(S(=O)(=O)N2CCC(C(=O)Nc3ccc(N4CCOCC4)cc3)CC2)cc1C,i
CCN(CC)C(=O)[C@H]1CC(CC(=O)NCCN2CCOCC2)C(=O)N2CCc3c([nH]c4ccc(OC)cc34)[C@]12C (some centres undefined),i
COCCN(C(=O)CSc1nc2ccccc2s1)c1c(N)n(Cc2ccccc2)c(=O)[nH]c1=O,i
COCc1c(C(=O)N2CCN(S(=O)(=O)c3ccccc3Cl)CC2)oc2ccccc12,i
O=C1C(=NO)CCc2ccccc21,i

# Additional structures follow.
SMILES,ANO1 activ
CC1CC(C)CN(C(=O)COC(=O)c2ccc3ccccc3n2)C1 (centres undefined),i
CC(=O)c1ccc(CCCc2ccc(C(C)=O)cc2)cc1,i
Cc1ccc(C)c(C(=O)CCC(=O)OCn2nnc3ccccc3c2=O)c1,i
CC(C)(C)c1ccc(C(=O)NCC(=O)NCc2ccccn2)cc1,i
COc1cc2c(cc1OC)-c1cc(OCc3cccnc3)nc(=O)n1CC2,i
O=C(NNS(=O)(=O)c1ccccc1Cl)C1COc2ccccc2O1 (centres undefined),i
O=C(COC(=O)c1nc(Cl)c(Cl)c(Cl)c1Cl)NCc1ccccc1,i
CC(C(=O)Nc1ccccc1F)N1CCN(S(=O)(=O)c2ccc(C(F)(F)F)cc2)CC1 (centres undefined),i
CC1CCN(C(=O)COC(=O)/C=C/c2ccc([N+](=O)[O-])cc2)CC1,i
Cc1ccc(S(=O)(=O)N2CCCCC2)cc1C(=O)NCCN1CCOCC1,i
O=C(CNC(=O)c1cccc([N+](=O)[O-])c1)OCCCC(=O)c1ccc(F)cc1,i
COc1ccc(C)cc1NC(=O)CN1C(=O)C2CC=CCC2C1=O (centres undefined),i
O=C(O)c1cccc2c1C(=O)c1ccc(-c3ccc(F)cc3F)cc1S2(=O)=O,i
CC(=O)Nc1ccc(S(=O)(=O)NCC(=O)NNC(=O)COc2c(C)cccc2C)cc1,i
CC(=O)N1CCN(C(=O)c2ccccc2NS(=O)(=O)c2ccc(F)cc2)CC1,i
CCN(CC(=O)Nc1c(F)cccc1F)C(=O)c1cnc(C)cn1,i
O=C(CNS(=O)(=O)c1ccc(Cl)cc1)N1CCN(c2ccc(F)cc2)CC1,i
O=C(Cn1[nH]c(=O)c2ccccc2c1=O)OCC(=O)c1ccc(F)c(F)c1,i
COc1ccccc1NS(=O)(=O)c1cc(NC(=O)c2ccc(NC(C)=O)cc2)ccc1N1CCOCC1,i
COc1ccc(S(=O)(=O)N2CCOCC2)cc1NC(=O)C1CC1,i
O=C(COC(=O)C1CCN(c2ccc(C(F)(F)F)cn2)CC1)Nc1ncc(Cl)cc1Cl,i
O=C(NNC(=O)c1ccc(-n2cncn2)c([N+](=O)[O-])c1)c1ccccc1,i
Cc1c(C(=O)OCC(=O)NCCc2ccc(S(N)(=O)=O)cc2)oc2ccccc12,i
COc1ccc([C@H]2CC(=O)C=C(c3cc(Cl)cc(Cl)c3)C2)cc1,i

# An excerpt of these results, bar-delimited.
structure | ANO1 activ
CC(C(=O)Nc1ccccc1F)N1CCN(S(=O)(=O)c2ccc(C(F)(F)F)cc2)CC1 (centres undefined) | i
CC1CCN(C(=O)COC(=O)/C=C/c2ccc([N+](=O)[O-])cc2)CC1 | i
Cc1ccc(S(=O)(=O)N2CCCCC2)cc1C(=O)NCCN1CCOCC1 | i

# This is a subset (hit frequency here may not be typical).
